Compound activity from PubChem BioAssay.
procasp3 activ: activators of human procaspase-3 | AID 463141 | activation, % at 8.5 µM | recombinant procaspase-3 D3A, Ac-DEVD-pNA absorbance 405 nm | P42574 | actives 0.11% (n = 330,000);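 active = activation above the mean of all tested compounds plus 3 SD, cut at about 21% in these data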;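 note: 0% = DMSO alone and 100% = DMSO wells spiked with extra 5 µM PC-3 D3A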
Target sequence (P42574 whole entry D9A/D28A/D175A): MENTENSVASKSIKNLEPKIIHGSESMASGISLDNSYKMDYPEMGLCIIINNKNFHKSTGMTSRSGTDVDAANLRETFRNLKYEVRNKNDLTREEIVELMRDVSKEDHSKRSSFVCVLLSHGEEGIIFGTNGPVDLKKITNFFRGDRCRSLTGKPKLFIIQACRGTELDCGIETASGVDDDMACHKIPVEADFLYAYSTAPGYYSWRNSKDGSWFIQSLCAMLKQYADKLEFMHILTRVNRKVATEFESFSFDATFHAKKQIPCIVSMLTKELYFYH
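Assay system: Procaspase-3 D3A mutant, all three cleavage aspartates alanine. Buffer or medium: Zinc-free HEPES saline buffer with Triton X-100. Times: 1 h compound preincubation, 2 h substrate hydrolysis at 25 °C. Measured by: 405 nm absorbance of p-nitroaniline, reads at 0 and 120 min. Read-out basis: percent activation relative to control range. Replicates: singlicate.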
RPL19A-GFP yeast: yeast TOR pathway RPL19A-GFP modulation. S. cerevisiae RPL19A-GFP strain, flow cytometry, 3 h; stronger effect = lower value. actives 0.3% (n = 330,000). percent response vs DMSO, % at 10 µM;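 active = percent response vs DMSO below 50%; inconclusive = fewer than 70 events counted for the yeast strain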;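 note: median channel GFP fluorescence of the barcoded RPL19A-GFP strain; ratio of sample median GFP to plate DMSO average so 100% = DMSO; lower means less RPL19A-GFP as with rapamycin TOR inhibition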
CIT2 TOR yeast: modulators of TOR pathway CIT2-GFP in S. cerevisiae; S. cerevisiae CIT2-GFP strain, flow cytometry, 3 h; 100 means same as DMSO wells; GFP response vs DMSO, % at 10 µM; actives 0.065% (n = 320,000); AID 2029;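 active = GFP response relative to DMSO above a set limit, near the screen mean plus 3 SD, cut at about 150% in these data; inconclusive = Fewer than 70 cells measured for a yeast strain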;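 note: ratio of well median GFP fluorescence to mean of DMSO wells on the plate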
AHR act: activates the human aryl hydrocarbon receptor | P35869 | AHR-responsive luciferase reporter cells, luminescence | activation, % at 5 µM | actives 2.5% (n = 320,000) | AID 2796; in the data active = activation above about 47%;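 note: 0% = vehicle wells and 100% = reference agonist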
MEP2-GFP yeast: modulators of TOR pathway MEP2-GFP in S. cerevisiae; actives 0.51% (n = 330,000); S. cerevisiae MEP2-GFP strain, flow cytometry GFP, 3 h; 100% = DMSO control level; GFP response vs DMSO, % at 10 µM;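 active = GFP response versus DMSO above a set limit, roughly screen mean plus 3 SD, cut at about 180% in these data; inconclusive = fewer than 70 cells counted for a yeast strain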;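 note: median GFP fluorescence of the barcode-gated MEP2-GFP cells per well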
procasp7 counter: counter-screen: procaspase-7 (human) activation; P55210; recombinant procaspase-7, Ac-DEVD-pNA absorbance 405 nm; D23A/D198A/D206A triple mutant, cannot self-cleave; scale: DMSO 0, 5 µM enzyme 100; activation, % at 8.5 µM; actives 0.093% (n = 330,000); AID 463210;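 active = percent activation above the screen-wide mean plus 3 SD, cut at about 25% in these data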
Target sequence (P55210 whole entry D23A/D198A/D206A): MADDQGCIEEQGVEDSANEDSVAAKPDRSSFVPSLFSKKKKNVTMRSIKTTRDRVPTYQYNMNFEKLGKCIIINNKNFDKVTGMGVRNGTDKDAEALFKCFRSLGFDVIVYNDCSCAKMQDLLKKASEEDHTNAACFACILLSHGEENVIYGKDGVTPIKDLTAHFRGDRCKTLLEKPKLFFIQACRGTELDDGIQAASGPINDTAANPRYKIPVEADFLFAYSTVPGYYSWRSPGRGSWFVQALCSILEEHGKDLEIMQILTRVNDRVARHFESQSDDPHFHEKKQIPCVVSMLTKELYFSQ
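System: Procaspase-7 triple mutant (PC-7 D3A); measure: % activation from two-timepoint absorbance difference, scaled to controls; times: 1 h compound preincubation, 2 h substrate cleavage, 25 °C; also added: Ac-DEVD-pNA substrate, 400 µM as added; measured by: Epi-absorbance of released pNA at 405 nm, two timepoints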
AGP1 TOR yeast: modulators of TOR pathway AGP1-GFP in S. cerevisiae; AID 2066; actives 0.02% (n = 320,000); GFP response vs DMSO, % at 10 µM; S. cerevisiae AGP1-GFP multiplex flow cytometry, 3 h; GFP as percent of DMSO wells;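 active = GFP response relative to DMSO above a set limit, near screen average plus 3 SD, cut at about 150% in these data; inconclusive = fewer than 70 cells counted for the yeast strain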;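 note: median GFP channel fluorescence of the gated AGP1 strain per well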
LAP4 TOR yeast: modulators of TOR pathway LAP4-GFP in S. cerevisiae | S. cerevisiae LAP4-GFP multiplex, flow cytometry GFP, 3 h; median GFP as percent of DMSO wells | GFP response vs DMSO, % at 10 µM | actives 0.34% (n = 320,000) | AID 2023;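 active = GFP response vs DMSO above a set limit, about the screen mean plus 3 SD, cut at about 150% in these data; inconclusive = under 70 cell events counted for the yeast strain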
Starred values were filed as active, the others as inactive; ? = inconclusive; nt = not tested or not shown; [ ] = dose if it differs, or a comment.

SMILES	procasp3 activ	RPL19A-GFP yeast	CIT2 TOR yeast	AHR act	MEP2-GFP yeast	procasp7 counter	AGP1 TOR yeast	LAP4 TOR yeast
O=C(O)CCCC(=O)N1CCCC1	8	132	77	-2	102	0	107	113
O=C(C1CC1)N1CCc2cc(S(=O)(=O)NC3CCN(Cc4ccccc4)CC3)ccc21	-8	107	120	-2	87	-8	107	109
CC1CCCC(NC(=O)CCS(=O)(=O)c2ccc3c(c2)NC(=O)CS3)C1C (stereo not drawn)	7	102	101	-2	114	1	106	110
CCc1cccc(OCC(=O)Nc2ccccc2N2CCCC2)c1	-2	95	86	10	97	2	100	107
COc1ccc(OC)c(Nc2nc(N)c([N+](=O)[O-])c(NC3CCCCC3)n2)c1	1	103	106	7	107	1	107	nt
Cc1cccc(NC(=O)c2cc3ccccc3oc2=O)c1	-7	98	93	4	102	2	93	98
O=c1ccc(S(=O)(=O)N2CCCC2)cn1Cc1ccc(Cl)cc1Cl	11	102	93	0	99	10	100	107
COc1cccc(N2CC(C(=O)Nc3ccc(C(=O)OC(C)C)cc3)CC2=O)c1 (stereo not drawn)	3	99	102	0	99	4	102	102
O=[N+]([O-])c1cccc(-c2ccc(SCc3cccnc3)nn2)c1	-14	94	88	-3	101	-7	87	101
COc1cccc(NC(=O)Nc2nc(SC(C)(C)C)ns2)c1	1	106	106	21	106	5	97	99
CC(C)C(NC(=O)OCc1ccccc1)C(=O)NC(Cc1ccc(O)cc1)C(=O)O (stereo not drawn)	-6	106	107	-2	104	-6	101	99
O=C1CC(c2ccccc2)CC(O)=C1C=NCCc1ccccc1 (stereo not drawn)	5	96	97	4	105	3	105	122
CC(C)NC(=O)[C@@H]1CSC2c3ccccc3C(=O)N21 (stereo partly drawn)	nt	108	104	nt	114	nt	100	96
O=C(NNC(=O)c1ccc(S(=O)(=O)N2CCCCC2)cc1)c1ccccc1	7	103	102	-4	102	11	98	95
CCN(CC)c1ccc2c(c1)CCCN2	-6	98	107	28	109	-11	108	101
O=S(=O)(c1ccc(S(=O)(=O)N2CCN(C/C=C/c3ccccc3)CC2)cc1)N1CCCC1	-1	100	103	-2	117	11	105	100
COc1ccc(C(=O)NC(Oc2ccccc2)C(Cl)(Cl)Cl)cc1 (stereo not drawn)	5	102	89	4	100	7	108	107
O=C(NCCN1CCCC1)c1ccc2c(=O)n(CCc3ccccc3)c(=O)[nH]c2c1	7	93	92	7	98	3	102	98
COc1ccccc1C1c2[nH]c3ccccc3c2CCN1Cc1ccc(NC(C)=O)s1 (stereo not drawn)	1	99	92	10	98	0	102	107
O=C(Nc1cccc2c1C(=O)NC2=O)c1ccc(S(=O)(=O)N2CCCC2)cc1	5	98	97	-2	99	-1	94	91
COc1ccc(OC)c(/C=C/C(=O)N2CCCc3ccccc32)c1	5	98	101	22	97	4	100	108
Cc1c(OCC(=O)Nc2cccnc2)ccc2c3c(c(=O)oc12)CCC3	8	100	97	8	96	1	99	92
CCCOC(=O)c1cccc(NC(=O)COc2ccc([N+](=O)[O-])cc2)c1	-6	105	92	3	102	11	96	99
COc1ccc(S(=O)(=O)N2CCN(C(=O)N3CCOCC3)C2C)cc1 (stereo not drawn)	5	104	116	0	106	13	108	99
Cc1nn(C)c(C(=O)Nc2ccn(Cc3ccccc3F)n2)c1[N+](=O)[O-]	2	95	96	-3	100	-2	103	96
Cc1ccc(C)c(OCCC(=O)N2CCN(S(=O)(=O)c3cc(C)ccc3C)CC2)c1	-3	98	102	7	97	5	98	111
COc1ccc(-c2nn(-c3ccccc3)cc2/C=C/C(=O)O)cc1[N+](=O)[O-]	-3	96	107	33	101	9	101	104
CCOC(=O)c1[nH]cnc1C(=O)Nc1ccccn1	-5	99	100	5	103	5	104	96
C[C@H](NC(=O)NCc1cccs1)C(=O)O	7	92[may fluoresce violet]	?	-3	103[may fluoresce violet]	8	87[may fluoresce violet]	85[may fluoresce violet]
COCC(=O)n1nc(-c2ccc(Cl)cc2)nc1NCc1ccc(F)cc1	5	98	85	0	96	-10	94	93
CC1(C)Oc2ccc(C(=O)NN)cc2NC1=O	6	100	106	4	98	3	101	91
CC1CCC(NC(=O)CN2C(=O)NC(C)(C)C2=O)CC1 (stereo not drawn)	11	101	99	0	98	4	108	108
COc1ccc(S(=O)(=O)N2CCC(C(=O)NCC3CCCO3)CC2)cc1C (stereo not drawn)	4	97	96	-1	100	8	101	93
Cc1csc2ncc(C(=O)N3CCCc4ccccc43)c(=O)n12	7	100	97	3	94	0	99	101
COc1cccc(CN(C)C(=O)/C=C/c2ccc(S(=O)(=O)N3CCCCCC3)cc2)c1	4	92	97	5	97	-8	99	90
Cc1ccc(S(=O)(=O)N2CCN(S(=O)(=O)c3cccs3)CC2)cc1	-6	106	106	1	98	-6	104	93
CCOC(=O)C1Nc2c(F)cc(C)cc2C2C=CCC12 (stereo not drawn)	-1	99	85	1	91	-10	82	109
COc1ccccc1OCC(=O)Nc1c2c(nn1-c1ccc(C)cc1)CS(=O)(=O)C2	1	94	99	3	97	4	100	94
O=C(/C=C/c1cc(Br)ccc1F)OCC(=O)N1CCCC1	12	101	102	1	104	-3	107	101
CCCn1c(=S)[nH]c2ccccc2c1=O	5	103	108	-1	122	9	103	120
c1ccc(CCn2c(C3CC3)nc3ccccc32)cc1	0	96	96	-6	98	-2	98	97
O=C(O)Cn1cc(/C=N/Nc2ccc([N+](=O)[O-])cn2)c2ccccc21	nt	98	90	nt	99	nt	93	102
Cc1cc(CN(C)C(=O)C2CCC(=O)N(CCc3cccc(F)c3)C2)on1 (stereo not drawn)	-1	99	95	-1	77	15	93	69
Cc1cc(C)nc(NS(=O)(=O)c2ccc(N/C=C/C(=O)c3ccc(Cl)cc3)cc2)n1	-7	98	102	9	105	-3	100	97
N#CCCN(Cc1cccnc1)C(=S)Nc1ccc(OC(F)F)cc1	-10	102	91	42	104	-3	98	92
Cc1ccccc1CN(C)c1ccc(S(=O)(=O)N2CCN(C)CC2)cn1	2	94	86	0	108	-4	99	101
O=C(Nc1ccccc1)C1CC(=O)n2ncnc2N1 (stereo not drawn)	-4	100	101	0	103	5	100	103
CC(=O)COc1ccc2c(c1C)O/C(=C\c1ccco1)C2=O	-5	98	95	1	98	-24	94	104

Next section, starting with the last 2 of the part before.
SMILES	procasp3 activ	RPL19A-GFP yeast	CIT2 TOR yeast	AHR act	MEP2-GFP yeast	procasp7 counter	AGP1 TOR yeast	LAP4 TOR yeast
O=C(Nc1ccccc1)C1CC(=O)n2ncnc2N1 (stereo not drawn)	-4	100	101	0	103	5	100	103
CC(=O)COc1ccc2c(c1C)O/C(=C\c1ccco1)C2=O	-5	98	95	1	98	-24	94	104
CCn1c(C)c(C2=CCN(S(=O)(=O)c3ccccc3)CC2)c2ccccc21	-7	98	88	14	97	-20	95	93
COCCNC(=S)N(CCc1c(C)[nH]c2ccc(C)cc12)Cc1cccnc1	-5	103	98	20	103	2	98	97
CCOC(=O)c1c(C)n(OC)c2ccc3c(no[n+]3[O-])c12	5	96	95	3	96	-3	93	112
Cc1c(NS(=O)(=O)c2ccc3c(c2)n(C)c(=O)n3C)c(=O)n(-c2ccccc2)n1C	2	91	88	1	93	8	nt	95
COC(=O)[C@H](Cc1ccc(O)cc1)NC(=O)Cn1cnc2c(OCc3ccccc3)ncnc21	-9	104	108	-1	106	19	105	96
O=S(=O)(c1ccc2c(c1)OCCO2)N1CCN(c2nc3ccccc3s2)CC1	3	99	92	-4	102	0	100	107
CCOC(=O)CN1N=C(/C=C/c2ccc(C)cc2)CCC1=O	4	?	?	-1	?	-12	?	?
CC1=C(C(N)=O)C(c2ccc(Cl)cc2)NC(=O)N1 (stereo not drawn)	-11	96	99	4	97	0	99	98
COc1ccc(CCNC(=O)CSc2nnnn2-c2ccccc2OC)cc1OC	7	104	100	5	107	-4	110	106
CCOC(=O)C(Sc1cc(C)nc(N)n1)C(C)=O (stereo not drawn)	-12	99	96	7	98	3	99	98
C[C@H](NC(=O)c1cc2cc(Cl)ccc2n1C)C(=O)N1CCC[C@H]1C(=O)O	-3	98	102	4	100	-2	98	98
CCOc1cccc2cc(C(=O)NCc3ccc(OC)cc3)c(=N)oc12	4	100	96	24	103	14	94	99
Cc1ccc2c(c1C)OC(=O)CC2(C)C	-3	98	97	-1	103	2	98	94
Oc1c(Br)cc(Br)cc1C=Nc1cccnc1	-4	61	87	1	88	1	60	148

Sorted by heavy-atom count (high to low): 11 of the compounds above
SMILES	procasp3 activ	RPL19A-GFP yeast	CIT2 TOR yeast	AHR act	MEP2-GFP yeast	procasp7 counter	AGP1 TOR yeast	LAP4 TOR yeast
COC(=O)[C@H](Cc1ccc(O)cc1)NC(=O)Cn1cnc2c(OCc3ccccc3)ncnc21	-9	104	108	-1	106	19	105	96
Cc1c(NS(=O)(=O)c2ccc3c(c2)n(C)c(=O)n3C)c(=O)n(-c2ccccc2)n1C	2	91	88	1	93	8	nt	95
O=S(=O)(c1ccc2c(c1)OCCO2)N1CCN(c2nc3ccccc3s2)CC1	3	99	92	-4	102	0	100	107
CCn1c(C)c(C2=CCN(S(=O)(=O)c3ccccc3)CC2)c2ccccc21	-7	98	88	14	97	-20	95	93
C[C@H](NC(=O)c1cc2cc(Cl)ccc2n1C)C(=O)N1CCC[C@H]1C(=O)O	-3	98	102	4	100	-2	98	98
CCOC(=O)CN1N=C(/C=C/c2ccc(C)cc2)CCC1=O	4	?	?	-1	?	-12	?	?
CCOC(=O)c1c(C)n(OC)c2ccc3c(no[n+]3[O-])c12	5	96	95	3	96	-3	93	112
O=C(Nc1ccccc1)C1CC(=O)n2ncnc2N1 (stereo not drawn)	-4	100	101	0	103	5	100	103
CCOC(=O)C(Sc1cc(C)nc(N)n1)C(C)=O (stereo not drawn)	-12	99	96	7	98	3	99	98
Oc1c(Br)cc(Br)cc1C=Nc1cccnc1	-4	61	87	1	88	1	60	148
Cc1ccc2c(c1C)OC(=O)CC2(C)C	-3	98	97	-1	103	2	98	94
